# Bioassay records from PubChem.
# PrPC surface inh: inhibitors of human cell surface prion protein PrPC; P04156; TR-FRET read-out; inhibition, % at 13.8 µM; 0.43% of 370,000 active; in the data active = inhibition above about 24%; also: 0% = median of the test wells and 100% = reference compound wells
# Anthrax LF inh2: anthrax lethal factor protease inhibition. multiplex microsphere protease cleavage assay, LF. inhibition, % at 10 µM. 0.12% of 360,000 active; also: plate controls were buffer without enzyme for full effect and enzyme alone for no effect
# PfHsp40 rescue: compounds rescuing yeast from Plasmodium falciparum HSP40 toxicity; S. cerevisiae expressing PfHsp40, growth rescue, ATP luminescence; growth rescue, % at 12.5 µM; 0.68% of 340,000 active; AID 504582; in the data active = growth rescue above about 28%, passing the limit was not always enough;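 also: yeast W303a lacking pdr1 and pdr3 grown in galactose medium; growth measured after three days at 30 °C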
# Y pestis TopoI: blocks Yersinia pestis topoisomerase I activity. Y. pestis Topo-I cleavage product accumulation, plate reader. activity, % at 10 µM. 0.064% of 360,000 active. AID 504884; in the data active = activity above about 50%, passing the limit was not always enough; also: inactives centre near 2
# BoNT-A LC inh2: BoNT A light chain protease inhibition; 0.17% of 360,000 active; AID 588499; multiplex microsphere protease substrate cleavage, flow cytometry; inhibition, % at 10 µM; also: plate controls were buffer without enzyme for full effect and enzyme alone for no effect
# PriA SSB inh: K. pneumoniae PriA-SSBct interaction inhibition. inhibition, % at 33 µM. AlphaScreen SSBct-PriA binding, biotinylated peptide. 0.6% of 430,000 active; in the data active = inhibition mostly above about 37%, no sharp cut-off; inactive = mostly below about 20%;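 also: plate controls were negative control peptide for no effect and reference peptide for full effect; strong numbers were not always called active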
# SARS 3CLpro inh: SARS-CoV 3CLpro protease inhibition; inhibition, % at 6 µM; recombinant SARS-CoV 3CLpro, quenched FRET peptide cleavage; 0.14% of 290,000 active; P0C6X7; in the data active = inhibition above about 12%
# TcdB GH inh: blocks C. difficile toxin B glycohydrolase activity; P18177; TcdB glycohydrolase enzymatic assay, plate reader; inhibition, % at 9.99 µM; 0.24% of 350,000 active; AID 652162; in the data active = inhibition above about 10%
# BH1578 lux ind: quorum light induction in luxS cqsA deficient V. cholerae | V. cholerae BH1578 lux reporter, luminescence, 6 h | 0.16% of 350,000 active | activation, % at 18.7 µM; in the data active = activation mostly above about 9.7%, no sharp cut-off; also: not every result past the cut was called active; inactives centre near 0; reference of the scale not given here
# Active calls of the source: *; i = inactive; x = not tested or not shown; & = joins results of further samples. Rule as the data show it, unless noted: active = inhibition above about 30%; inconclusive = no clear call, values can overlap the other calls; inactive = below that.
SMILES,PrPC surface inh,Anthrax LF inh2,PfHsp40 rescue,Y pestis TopoI,BoNT-A LC inh2,PriA SSB inh,SARS 3CLpro inh,TcdB GH inh,BH1578 lux ind
O=C(c1ccccc1)N1CCC(c2nc(-c3ccc(S(=O)(=O)N4CCOCC4)cc3)no2)CC1,6,-2,-0.4,25,-0.1,-2,-1,x,6.6
CCc1ccc(-c2ccc(SCC(=O)Nc3nnc(C)s3)nn2)cc1,-4,-4,0.5,5,0.1,2,-2,1.5,-1.1
COc1ccc(-c2cn3nc4c(nc3n2)CCCC4)cc1,-6,11,0.3,-1,10,2,-3,x,i
CCN1C[C@@]2(COC)C3[C@@H](OC)[C@H]4[C@@H]1[C@@]3(C1C[C@H]3[C@H](O)C1[C@]4(O)C[C@H]3OC)[C@@H](OC)C[C@H]2O (stereo not given in full),6,-4,0.0,-6,-0.2,-10,x,0.3,-0.4
COc1cc(C(c2sc3nc(C)nn3c2O)N2CCOCC2)cc(OC)c1OC (stereo not given),-2,7,0.2,7,-0.5,-1,-1,1.2,i
COc1ccccc1S(=O)(=O)N(C)C[C@H]1OCc2cnnn2CCCC(=O)N([C@H](C)CO)C[C@H]1C,7,-6,x,4,-0.2,x,x,0.3&-7.5,-0.7
C[C@@H]1CN[C@H](CCO)/C1=C\c1ccccc1,-7,-4,-0.8,-5,-0.4,-9,x,1.2,-1.1
COCc1cc(=O)n2c(-c3ccc(C)cc3)n[nH]c2n1,-6,-4,0.6,7,0.5,-5,x,-0.2,-0.2
CCc1nc2c(OCCC3CCCCC3)cccn2c1N(C)C(=O)COc1ccccc1,20,-4,x,25,-0.2,x,x,-0.8,-0.6
O=C(O)C1=CC2C=C(Cl)C=CC2OC1=O (stereo not given),4,-5,7.8,11,0.1,-9,x,0.9,i
COc1ccc(Br)cc1S(=O)(=O)NCCc1cccs1,2,8,1.5,16,1.8,-2,x,1.4,i
CCN1C(=O)[C@H]2[C@@H](c3ccc(-c4cccc(Cl)c4)cc3)N3CCCC[C@@]3(C(=O)OC)[C@H]2C1=O,-4,-5,-0.2,29,0.0,-7,x,1.5,-0.9
Cc1ccc(OCC(=O)N/N=C\c2ccc(-c3cccc(C(=O)O)c3)o2)c(C)c1,-5,2,2.8,4,0.1,x,2,x,-0.2
Cc1cc(NCCCN)nc(-c2ccccc2O)n1,1,-6,0.0,-11,0.8,6,-4,x,x
Cc1cc(OCC(=O)Nc2cc(S(=O)(=O)N3CCOCC3)ccc2N2CCCC2)ccc1C(C)C,6,2,2.1,15,3.9,-2,x,1.5,i
CCCCN(CCCC)CCNC(=O)CSCc1ccc(C)cc1,-4,3,-1.8,8,-0.2,0,-3,0.9,i
O=C1c2ccccc2CSc2c(O)cccc21,4,x,x,-3,x,5,x,3.2,i
O=C(COC(=O)c1ccc[nH]c1=O)Nc1ccc(S(=O)(=O)N2CCCC2)cc1,8,6,0.0,-2,0.8,2,-2,0.9,i
COc1cc(CN2CCN(c3cc(C)ccc3C)CC2)ccc1O,-5,-4,-0.6,9,0.8,2,-1,0.4,25
CC1CC(C)CN(C(=O)COC(=O)c2ccc(Cl)nc2)C1 (stereo not given),2,2,-1.5,3,-12,-3,x,-1.3,-1.1
C[C@H]1CN([C@@H](C)CO)C(=O)c2cc(-c3cccc(F)c3)cnc2O[C@H]1CN(C)C(=O)c1cnccn1,6,-6,x,1,-0.3,x,x,1.0&-0.4&0.5,i
Cc1ccc2cc(C#N)c(NCCNC(=S)NCCCN3CCOCC3)nc2c1,-8,-4,-0.1,3,-0.3,-7,2,1.5,-0.4
OC(CNCc1ccccc1)c1ccccc1 (stereo not given),-2,11,0.0,-4,0.4,2,-1,0.1,-0.2
CCN(CC)C(=O)C[n+]1cccc(/C=N/O)c1,-7,-2,-0.4,3,-0.1,x,-2,0.1,i
CCc1nc2c(OCc3ccccc3C)cccn2c1N(C)C(=O)C1CC1,16,-4,x,14,-0.4,x,x,-2.4,-3.0

# (list continues)
SMILES,PrPC surface inh,Anthrax LF inh2,PfHsp40 rescue,Y pestis TopoI,BoNT-A LC inh2,PriA SSB inh,SARS 3CLpro inh,TcdB GH inh,BH1578 lux ind
Cc1nc2c(-c3ccc(F)cc3)c(C)[nH]n2c(=O)c1Cl,1,x,0.8,-3,x,6,-5,1.0,-0.2
CCOC(=O)C1CCCN(C(=O)c2cn(CC(C)C)c(=O)c3cc(OC)c(OC)cc23)C1 (stereo not given),2,-6,3.4,5,-0.9,-6,-1,x,i
O=C(COc1ccccc1[N+](=O)[O-])Nc1cccnc1,-3,-5,-1.9,-1,0.2,9,1,0.0,-2.1
O=[N+]([O-])c1ccc(OCCN2CCNCC2)cc1,-1,-2,-1.2,2,-0.6,4,0,-0.2,-0.3
O=C(N/N=C/c1cccs1)c1cccc2cc[nH]c12,3,-4,-0.7,-10,-0.5,x,10,-1.7,i
O=C(NCC1CCCO1)c1cccc2c1C(=O)c1ccc(N3CCC(Cc4ccccc4)CC3)cc1S2(=O)=O (stereo not given),x,9,0.6,15,8.8,-12,x,x,-8.3
Cc1cc(=O)oc2c(C)c(OCC(=O)N3CCN(Cc4ccc5c(c4)OCO5)CC3)ccc12,2,0,0.7,20,-0.4,-13,-4,0.7,-0.9
C#CCN(C[C@H]1[C@H](OC(=O)Nc2c(C)noc2C)[C@H](OC(=O)Nc2c(C)noc2C)C[C@H]2C(=O)N(c3ccccc3)C(=O)[C@@H]12)S(=O)(=O)c1ccc(C)cc1,8,3,x,19,0.0,x,x,0.7,0.0
C#CCOCCOCCOCCNc1nc(N2CCN(C(=O)[C@H](CC(N)=O)n3cc(C(N)[C@H](C)CC)nn3)CC2)nc(N2CCN(C(=O)[C@H](CC(N)=O)n3cc(C(N)[C@@H](C)CC)nn3)CC2)n1 (stereo not given in full),-4,-7,-1.0,5,-0.1,-8,x,1.3,-0.5
C=CCn1c(O)c(C(C)=Nc2ccc(C(=O)O)cc2)c(=O)[nH]c1=O,-1,-2,0.7,3,-0.9,-3,4,1.0,-0.6
CCN(C)c1cc2c(c3c1ccn3C)C1CCC2C1 (stereo not given),-10,-7,x,x,0.0,x,x,-9.6,x
O=P1(Oc2ccccc2)CC=C[C@H](COCc2ccccc2)O1 (stereo not given in full),3,4,0.1,9,-0.3,-9,x,1.4,0.8
CCCNC(=O)c1cn(CC)c2cc(N3CCN(C(=O)c4ccco4)CC3)c(F)cc2c1=O,0,1,0.7,28,0.8,-4,4,-0.3,-0.3
CC1(C)CNC(=S)N1Cc1ccccc1,-6,-4,x,5,-0.2,x,x,0.9,i
C/C(=N\Nc1nccnc1Cl)c1ccc(F)cc1,9,1,-0.4,-4,0.8,x,0,5.0,-0.3
O=C(NCCc1ccc(Cl)cc1)C(=O)c1c[nH]c2ccccc12,9,-7,-1.3,-1,1.0,-20,3,0.2,i
O=C(Nc1cc(S(=O)(=O)N2CCCCC2)ccc1N1CCOCC1)c1ccc(C(F)(F)F)cc1,9,0,0.2,7,0.1,0,x,1.1,2.1
COc1ccccc1C(=O)CSc1nccn1C,4,-7,-2.5,-1,-1.6,-4,-8,0.8,-0.3
O=C(Nc1ccc(NS(=O)(=O)c2ccccc2)cc1)c1cccnc1,4,1,-0.4,-4,0.1,0,3,1.0,-0.2
CNCCc1ccccn1,5,3,-0.7,4,-0.4,-2,3,0.9,i
O=C(CNC(=O)c1ccc(Br)cc1)NC1CC1,7,x,-0.3,-2,x,-4,x,-0.9,i
COc1ccc(CN=C2NC(=O)CC(C(=O)Nc3cc(C)cc(C)c3)S2)cc1 (stereo not given),3,-4,-1.4,6,-2.3,4,1,x,-0.2
Cc1ccsc1/C=N/NC(=O)c1ccc(-n2cccc2)cc1,-2,-4,0.2,5,-1.8,x,-1,0.2,i
CCOc1cc(C(=O)Nc2cccc(OCC(=O)N3CCOCC3)c2)cc(OCC)c1OCC,-7,2,-1.8,3,1.1,2,4,-1.5,-0.5
COc1cc(C2C(C(=O)c3sc(C)nc3C)=C(O)C(=O)N2CCN(C)C)cc(OC)c1OC (stereo not given),-5,4,1.4,-8,0.5,-1,x,x,i

# Nothing new here: 15 of the compounds above.
SMILES,PrPC surface inh,Anthrax LF inh2,PfHsp40 rescue,Y pestis TopoI,BoNT-A LC inh2,PriA SSB inh,SARS 3CLpro inh,TcdB GH inh,BH1578 lux ind
CCN(C)c1cc2c(c3c1ccn3C)C1CCC2C1 (stereo not given),-10,-7,x,x,0.0,x,x,-9.6,x
O=P1(Oc2ccccc2)CC=C[C@H](COCc2ccccc2)O1 (stereo not given in full),3,4,0.1,9,-0.3,-9,x,1.4,0.8
CCCNC(=O)c1cn(CC)c2cc(N3CCN(C(=O)c4ccco4)CC3)c(F)cc2c1=O,0,1,0.7,28,0.8,-4,4,-0.3,-0.3
CC1(C)CNC(=S)N1Cc1ccccc1,-6,-4,x,5,-0.2,x,x,0.9,i
C/C(=N\Nc1nccnc1Cl)c1ccc(F)cc1,9,1,-0.4,-4,0.8,x,0,5.0,-0.3
O=C(NCCc1ccc(Cl)cc1)C(=O)c1c[nH]c2ccccc12,9,-7,-1.3,-1,1.0,-20,3,0.2,i
O=C(Nc1cc(S(=O)(=O)N2CCCCC2)ccc1N1CCOCC1)c1ccc(C(F)(F)F)cc1,9,0,0.2,7,0.1,0,x,1.1,2.1
COc1ccccc1C(=O)CSc1nccn1C,4,-7,-2.5,-1,-1.6,-4,-8,0.8,-0.3
O=C(Nc1ccc(NS(=O)(=O)c2ccccc2)cc1)c1cccnc1,4,1,-0.4,-4,0.1,0,3,1.0,-0.2
CNCCc1ccccn1,5,3,-0.7,4,-0.4,-2,3,0.9,i
O=C(CNC(=O)c1ccc(Br)cc1)NC1CC1,7,x,-0.3,-2,x,-4,x,-0.9,i
COc1ccc(CN=C2NC(=O)CC(C(=O)Nc3cc(C)cc(C)c3)S2)cc1 (stereo not given),3,-4,-1.4,6,-2.3,4,1,x,-0.2
Cc1ccsc1/C=N/NC(=O)c1ccc(-n2cccc2)cc1,-2,-4,0.2,5,-1.8,x,-1,0.2,i
CCOc1cc(C(=O)Nc2cccc(OCC(=O)N3CCOCC3)c2)cc(OCC)c1OCC,-7,2,-1.8,3,1.1,2,4,-1.5,-0.5
COc1cc(C2C(C(=O)c3sc(C)nc3C)=C(O)C(=O)N2CCN(C)C)cc(OC)c1OC (stereo not given),-5,4,1.4,-8,0.5,-1,x,x,i

# (next part)
SMILES,PrPC surface inh,Anthrax LF inh2,PfHsp40 rescue,Y pestis TopoI,BoNT-A LC inh2,PriA SSB inh,SARS 3CLpro inh,TcdB GH inh,BH1578 lux ind
Cc1ccc(C(=O)N/C(=C/c2ccco2)C(=O)Nc2cccc(C)c2)cc1,-9,3,-0.1,0,1.8,-5,2,x,-7.1
CCOc1ccc(CCNC(=O)COC(=O)CCC(=O)c2cccs2)cc1OCC,6,2,-0.5,9,-0.6,-8,-3,0.8,i
Cc1cnc(C(=O)Nc2nccs2)cn1,2,2,-1.3,-3,-0.5,-12,2,x,-0.4
CCOC(=O)C1CCN(C(=O)c2[nH]c3ccc(OC)cc3c2C)CC1,13,-21,-2.3,12,-0.3,7,-1,-0.9,i
CC(C)C(NC(=O)c1ccc(C(C)(C)C)cc1)C(=O)O (stereo not given),5,-15,0.3,0,-1.5,-11,-4,x,x
O=C(NCc1ccc2c(c1)OCO2)c1cc(COc2c(F)cccc2F)on1,1,-2,0.2,7,2.4,1,0,2.0,-0.1

# An excerpt; the hit share may differ from the screen's.
